ABHD5-PLIN5 inh: ABHD5-PLIN5 protein interaction inhibition; hit rate 0.78% among 360,000; Split G. princeps luciferase complementation, luminescence, 4 h; inhibition, % at 4 µM; Q00G26+Q8WTS1;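 active = inhibition above the mean inhibition across every tested compound plus 3 SD, cut at about 22% in these data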;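 also: 0% = DMSO only wells and the 100% control is not disclosed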
CaV13 FRET inh: Primary screen for inhibitors of IQ motif and Ca2+-dependent inactivation inhibitor domain binding in CACNA1D, Förster resonance energy transfer in living cells, …. hit rate 0.098% among 340,000. HEK cells, CFP/YFP FRET ICDI-IQ, plate reader, 10 min; percent FRET-ratio fall versus neutral wells. inhibition, % at 12.3 µM;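 active = mean replicate inhibition of at least 30% and at least 1% of replicates passing that level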;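 also: 0% = median of the neutral control wells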
MC4R ag barr: agonists of human melanocortin 4 receptor (MC4R) beta-arrestin; P32245; hit rate 0.98% among 360,000; U2OS MC4R beta-arrestin complementation, luminescence; percent of melanotan II response, DMSO zero; activation, % at 8.9 µM; AID 540308;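 active = activation above a per-plate cutoff, the mean activation of sample wells on that plate plus 3 SD, cut at about 8% in these data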
Cardio protect: myocardial damage modulation in H9c2 cells; protection from H2O2 cell death, % at 20 µM; AID 588492; hit rate 0.63% among 360,000; H9c2 cardiomyocytes, H2O2 injury protection, ATPLite, 2 h;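 active = compounds giving at least 50% protection of heart cells from peroxide-induced death in the single-dose screen, raw or plate-pattern-corrected value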;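 also: 0% = DMSO wells with peroxide and 100% = DMSO wells without peroxide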
ABCB6 inh MLPCN: blocks the human ABCB6 transporter. Q9NP58. hit rate 0.19% among 360,000. K562-ABCB6 porphyrin accumulation, flow cytometry, 1 h; stronger effect = lower value. fluorescence ratio to DMSO, % at 10 µM;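 active = fluorescence ratio to DMSO below 75%, the collection mean minus 3 SD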;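 also: signal is porphyrin accumulated inside mitochondria; 100% equals median channel fluorescence of DMSO control wells; lower ratio means ABCB6 inhibition with less porphyrin fluorescence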
MC4R antag cAMP: antagonists of human melanocortin 4 receptor (MC4R) | P32245 | MC4R-expressing cells, MTII-stimulated cAMP, LANCE TR-FRET | inhibition, % at 6.5 µM | hit rate 0.48% among 360,000 | AID 540295;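 active = inhibition above its plate's cutoff, the mean of tested wells on that plate plus 3 SD, cut at about 29% in these data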;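 also: 0% = Melanotan II alone and 100% = Melanotan II plus saturating MCL0020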
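material = U2OS cells stably expressing human melanocortin 4 receptor (MC4R) | also added = Melanotan II challenge | dosing = single nominal compound dose of 6.5 µM | detection = TR-FRET with Eu-cAMP and labeled anti-cAMP, 671 nm | replication = singlicate | timing = compound 30 min, challenge 1 h, detection 1 h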
N-glyco inh: blocks N-linked glycosylation in D54 reporter cells; D54 ERlucT glycosylation luciferase reporter, 24 h; percent of 100 nM tunicamycin response; hit rate 0.23% among 360,000; reporter increase, % at 12.5 µM; AID 588692;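 active = mean luciferase reporter signal, scaled so untreated is 0 and the glycosylation-blocking control 100, at or above a set limit in every replicate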;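 also: luciferase carries N-glycosylation sites so blocking glycosylation raises the light; 0% = median of neutral control wells and 100% = median of 100 nM tunicamycin wells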
HTR2A ag: agonists of mouse serotonin 5-HT2A receptor (HTR2A). CHO-K1 mHTR2A beta-arrestin complementation, luminescence; percent of 30 µM serotonin response. AID 624169. activation, % at 7.6 µM. hit rate 0.66% among 360,000;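 active = activation above a run cutoff, the mean activation of all tested compounds plus 3 SD, cut at about 14% in these data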;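 also: 0% = plate median of compound wells and 100% = 30 µM serotonin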
Target sequence (P35363 whole entry, looked up): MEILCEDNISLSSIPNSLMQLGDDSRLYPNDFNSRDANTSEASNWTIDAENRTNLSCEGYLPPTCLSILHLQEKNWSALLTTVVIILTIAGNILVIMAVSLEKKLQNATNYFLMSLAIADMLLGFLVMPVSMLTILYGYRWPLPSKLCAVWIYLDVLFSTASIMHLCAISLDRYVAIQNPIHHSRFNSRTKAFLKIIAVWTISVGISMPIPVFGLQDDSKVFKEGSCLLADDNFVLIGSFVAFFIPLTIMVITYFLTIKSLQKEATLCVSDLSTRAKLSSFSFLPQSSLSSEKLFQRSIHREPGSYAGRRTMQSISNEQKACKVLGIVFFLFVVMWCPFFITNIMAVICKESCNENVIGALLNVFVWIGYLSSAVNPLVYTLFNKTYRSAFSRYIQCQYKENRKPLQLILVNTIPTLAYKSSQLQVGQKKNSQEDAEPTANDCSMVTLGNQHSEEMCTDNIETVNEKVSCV
Exocytosis inh: lytic granule exocytosis inhibition; inhibition, % at 10 µM; TALL-104 LAMP-1 surface exposure, flow cytometry; cells stimulated with thapsigargin and PMA; AID 651702; hit rate 0.66% among 360,000;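 active = inhibition above about 55%, limit read from the data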
PDI inh: inhibitors of human protein disulfide isomerase; inhibition, % at 10 µM; PDI insulin aggregation turbidity, A650, 90 min; P07237; hit rate 0.052% among 350,000;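 active = mean inhibition across replicates of 30% or more, whatever share of single replicates reach that level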;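 also: absorbance from insulin aggregation driven by PDI reduction with DTT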
Target sequence (P07237 whole entry, looked up): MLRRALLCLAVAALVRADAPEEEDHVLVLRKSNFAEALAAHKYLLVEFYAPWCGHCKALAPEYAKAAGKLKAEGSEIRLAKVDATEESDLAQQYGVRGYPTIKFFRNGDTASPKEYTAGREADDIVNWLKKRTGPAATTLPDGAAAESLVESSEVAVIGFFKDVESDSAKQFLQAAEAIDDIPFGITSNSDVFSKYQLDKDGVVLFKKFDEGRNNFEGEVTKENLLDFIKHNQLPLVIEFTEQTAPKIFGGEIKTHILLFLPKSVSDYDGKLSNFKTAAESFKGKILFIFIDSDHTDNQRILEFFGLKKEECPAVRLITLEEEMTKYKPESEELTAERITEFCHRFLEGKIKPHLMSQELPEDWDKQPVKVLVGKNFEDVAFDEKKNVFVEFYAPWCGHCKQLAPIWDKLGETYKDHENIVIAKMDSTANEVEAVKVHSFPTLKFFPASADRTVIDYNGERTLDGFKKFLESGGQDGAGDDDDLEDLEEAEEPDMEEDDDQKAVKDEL
Starred values were filed as active, the others as inactive; . = no result given. Compounds were not picked by outcome; overall some 4.2% were active at least once.

canonical_smiles	Exocytosis inh	MC4R antag cAMP	ABHD5-PLIN5 inh	PDI inh	N-glyco inh	ABCB6 inh MLPCN	Cardio protect	HTR2A ag	CaV13 FRET inh	MC4R ag barr
Cc1nc(NC(=O)CN(C)S(=O)(=O)c2ccc(Cl)cc2)sc1C	0	-2	2	7	-1	86	-4	0	-8	-0.4
CC(C)NS(=O)(=O)c1ccc(OCC(=O)NCc2cccnc2)cc1	-4	-3	0	3	-1	103	0	6	-7	1.6
CCCn1c(N)c(N(CCOC)C(=O)c2cc3c(s2)CCCCC3)c(=O)[nH]c1=O	1	6	-1	5	2	100	3	-9	-3	-3.1
CCOc1ccc(S(=O)(=O)N2CCC(C(=O)OC(C)C(=O)NC3CCCCC3C)CC2)cc1 (centres undefined)	-6	3	5	14	3	91	-3	8	-3	0.3
COc1cc(C2C3=C(Nc4nc(N)[nH]c(=O)c42)c2ccccc2C3=O)ccc1O (centres undefined)	-3	-8	3	2	0	98	0	4	-7	-1.9
CS(=O)(=O)N1CCN(C(=O)c2ccccc2)C1	-1	9	-1	-2	4	97	4	1	-6	-0.3
CCc1nn(CC(=O)N2CCN(CC)CC2)c(=O)c2cccn12	4	9	7	.	0	98	10	2	2	-0.2
Cc1ccc(N2CC(NS(=O)(=O)c3cccs3)CC2=O)cc1 (centres undefined)	0	11	4	0	-1	101	12	8	-6	-1.4
CCN(CC)c1ccc(/C=N/N2CCN(c3ccccc3OC)CC2)cc1	5	2	-15	7	3	108	-3	4	-6	1.2
Fc1cccc(NC(=S)NCc2ccccn2)c1	4	-4	-7	5	2	101	-13	2	-3	-2.3
Cc1cccc(NC(=O)C(=O)NCCCN2CCOCC2)c1	-3	11	-2	-1	3	90	2	5	-5	-4.6
COc1ccc(-c2nc(CS(=O)(=O)CC(=O)NCc3ccc4c(c3)OCO4)c(C)o2)cc1	-1	5	10	-10	-1	88	6	3	-13	3.6
CCC1Oc2ccc(C)cc2N(CC(=O)NCCCN2CCCC2)C1=O (centres undefined)	-1	0	-8	1	1	106	1	-2	-4	-0.7
COc1cc(OC)cc(C(=O)N[C@H](C(=O)OCC(=O)Nc2ccc(F)c(F)c2)C(C)C)c1	0	-1	-6	-1	0	102	-2	-3	-4	-3.4
O=C1CCCN1CC1CCN(Cc2nc(CC3CC3)no2)CC1	-5	4	-5	0	1	101	-1	-2	-1	-1.6
C=C1CC2C(=O)N(Cc3ccccc3)C(C(=O)OCC)(C(=O)OCC)C1N2C(=O)OC(C)(C)C (centres undefined)	-5	3	1	0	0	98	18	5	-10	1.1
Cc1cccc(NS(=O)(=O)c2cccc3nonc23)c1	2	1	0	-1	0	99	-3	-5	.	-0.6
COCCCn1c(SCC(=O)NC2CCCC2)nnc1-c1ccncc1	-9	-5	0	1	2	174	2	-6	-5	-2.0
O=C(N/N=C/c1ccc[nH]1)c1ccc(COc2cccc3cccnc23)cc1	-1	-5	-7	-4	-3	90	-15	2	-11	-0.3
Cc1onc(-c2c(F)cccc2Cl)c1C(=O)Nc1sc2c(c1C(N)=O)CCC2	56*	-4	0	-11	5	97	-12	-4	-9	-0.6
Cc1ccc(-n2ncc3c(SCc4ccccn4)ncnc32)c(C)c1	-2	7	1	3	-16	92	-16	2	-6	-2.0
Cc1ccccc1C(=O)Nc1nc2c(C)csc2c(=O)s1	-6	-4	-4	3	-1	102	0	-2	8	7.9
CCN(CC(=O)NC(C)(C)C)C(=O)CN1c2cccc3cccc(c23)S1(=O)=O	-5	6	8	-10	-2	96	3	-3	-16	-0.6
O=C(CC1(O)C(=O)Nc2ccccc21)c1ccc2c(c1)OCO2 (centres undefined)	-3	-9	8	0	2	103	-1	0	.	0.3
CC(C)(C)C1CCC(C(=O)OCC(=O)c2ccc[nH]2)CC1 (centres undefined)	-2	-5	-6	5	-1	105	-9	14	-7	0.4
CCOc1ccc(-c2ccc(SCC)nn2)cc1	3	11	-6	-6	-17	96	-32	-3	-3	0.9
Cc1nc2ccc(NC(=O)COc3ccccc3[N+](=O)[O-])cc2s1	-5	0	2	11	1	99	14	1	-4	-0.7
COc1ccc(N(C)S(=O)(=O)c2cccc(C(=O)N(C)Cc3ccc(C)o3)c2)cc1	2	5	3	-2	-3	97	9	-2	-2	-2.5
O=C(O)CCc1ccc(-c2cccs2)o1	5	1	70*	-15	0	97	30	2	.	-1.9
COc1ccc(N2CC(C(=O)NCCC3=CCCCC3)CC2=O)cc1 (centres undefined)	-2	-4	-1	-6	1	94	17	-6	-5	-0.7
O=C(NCCN1CCC(n2c(=O)[nH]c3ccccc32)CC1)c1cccc(F)c1	-4	.	-2	.	.	94	.	-9	-9	.
Cc1ccc(C)c(OCC(=O)NC2CCCCCC2)c1	3	2	-2	-11	-1	98	-5	0	-2	-3.6
C/C(=N\NC(=O)C(=O)N/N=C(\C)c1cccc(O)c1)c1cccc(O)c1	2	-5	-8	-1	0	98	5	-1	-5	-2.3
O=C(COC(=O)c1ccc([N+](=O)[O-])o1)NCCc1ccccc1	-3	2	0	-4	-1	98	9	-1	-5	-3.6
Cc1cc(S(=O)(=O)NCC(C)C)ccc1OCC(=O)N1CCOCC1	-2	2	0	-12	1	90	-8	9	-1	-1.9
CCN1CCN(c2ncnc3scc(-c4ccc(OC)cc4)c23)CC1	-6	-3	4	-9	-7	96	3	7	-3	-0.7
Cc1ccc(N(C(=O)CCC(=O)Nc2ccccn2)C(C(=O)NC(C)C)c2ccc(F)cc2)cc1 (centres undefined)	10	-1	6	-5	3	87	-1	10	-2	1.5
C/C(=N\NC(=O)C1COc2ccccc2O1)c1ccccn1 (centres undefined)	-5	0	0	14	-4	102	44	3	-5	-3.3
COC(=O)Nc1c(-c2ccccc2)nc2ccccn12	0	-4	0	14	1	100	15	-1	-9	-2.3
Nc1nn(S(=O)(=O)c2ccccc2)cc1-c1ccc([N+](=O)[O-])cc1	-3	2	-7	10	2	100	-11	-2	.	-0.2
CC(=O)NC(c1cccc(F)c1)c1nc(-c2cccs2)cs1 (centres undefined)	14	2	-5	-25	-4	102	11	7	-2	-0.6
O=C(OCC(=O)N1CCCc2ccccc21)c1ccccc1[N+](=O)[O-]	-8	-1	-3	1	3	104	14	7	-6	-2.2
Cc1nc(SCC(=O)N2CCC(C(N)=O)CC2)n[nH]1	2	-7	-2	0	-1	99	3	8	-8	-0.6
COc1ccc(-c2nc3cc(C)ccn3c2NC(=O)c2ccccc2OC)cc1	4	13	3	-4	-4	102	6	-2	-3	0.0
Cc1cc(OCCCN2CCCC2)ccc1Cl	20	-4	4	-3	1	100	-2	-6	-5	0.4
CCN(CC)c1ccc(S(=O)(=O)N2CCOCC2)cc1NC(=O)CNCc1ccccc1	-5	9	3	2	-4	93	3	0	-2	3.5
Cc1cc(OC(C)C(=O)NNC(=O)Nc2ccc(F)cc2F)cc(C)c1Cl (centres undefined)	17	9	4	14	1	100	-4	-2	-10	0.7
COc1cc2c(cc1OC)CN(C(=O)C(C)(C)C)CC2	-3	12	3	-4	2	97	1	17*	-9	-1.1
CSc1nc(C)c(C(=O)C[n+]2ccc(C)cc2)cc1C#N	76*	15	0	-1	2	103	-1	3	-7	0.5
CC(=O)Nc1ccccc1C(=O)C(=O)Nc1cccc(Br)c1	-6	-4	-6	-3	1	98	4	-7	-2	-1.6
CC(NC(=O)/C(=C/c1ccc2c(c1)OCO2)NC(=O)c1cccc([N+](=O)[O-])c1)C(=O)O (centres undefined)	0	-4	12	2	0	99	7	2	-1	1.1
Cc1cc(C)nc(NCCO)n1	-3	12	1	8	1	100	6	1	0	-0.1
CC1CCCN(C(=O)COC(=O)Cc2c[nH]c3ccccc23)C1 (centres undefined)	0	8	-1	-5	1	95	3	1	-2	-1.4
COc1ccc(C(=O)Nc2ccc(C3=NNC(=O)CC3C)cc2NC(=O)c2ccc(OC)cc2)cc1 (centres undefined)	3	-3	9	7	-9	100	10	-1	-2	-2.6
CCCCC1=CC2=CC(=O)C(C)(OC(=O)CC)C(=O)C2=CN1CC(C)C (centres undefined)	18	6	-10	-6	5	100	0	-4	-11	-0.6
CCOC(=O)C1=C[C@@H](c2ccccc2)N(S(=O)(=O)c2ccc(C)cc2)[C@H]1c1ccc(OC)cc1	27	.	5	.	-9	91	3	-1	-6	.
O=C(COC(=O)c1ccc(Cl)nc1)Nc1ccc2c(c1)OCO2	5	9	1	-2	1	94	-2	-7	-5	-2.0
Cc1nc(SCC(=O)Nc2ccc(F)cc2)c(C#N)c(C)c1CC(=O)c1ccc(Br)cc1	-2	9	-3	2	21	94	-10	-10	.	2.7
Cn1c(=O)c2c(nc(N/N=C/c3cccs3)n2Cc2ccc(Br)cc2)n(C)c1=O	10	-33	-1	1	0	97	5	-1	-18	1.1
O=[N+]([O-])c1cnn(-c2nc(-c3ccco3)cc(C(F)(F)F)n2)c1	6	2	2	-2	0	98	-5	-3	-3	-3.0

Remaining list, next part.
canonical_smiles	Exocytosis inh	MC4R antag cAMP	ABHD5-PLIN5 inh	PDI inh	N-glyco inh	ABCB6 inh MLPCN	Cardio protect	HTR2A ag	CaV13 FRET inh	MC4R ag barr
COc1ccccc1NC(=O)c1ccccc1S(=O)(=O)c1ccc([N+](=O)[O-])cc1	19	4	-1	-4	3	101	3	7	.	-2.1
COc1cccc(OCc2cc(C(=O)N(Cc3nccn3C)C(C)C)no2)c1	-4	-1	-3	6	1	98	6	-4	-3	-1.1
O=C(CN1C(=O)c2ccccc2S1(=O)=O)NCCSc1ccccc1	0	1	10	-5	-2	97	-6	-5	-4	-0.1
CC(=O)N/C(=C/c1ccc([N+](=O)[O-])cc1)C(=O)O	-1	6	4	4	1	91	14	3	-3	-1.9
CC1Cn2c(nnc2-c2ccc(F)cc2)S1 (centres undefined)	2	-1	2	.	2	99	6	-1	-3	-0.3
Cc1ccc(OCC(=O)NNC(=O)CSC(=S)N2CCCC2)cc1	-1	6	6	-1	1	98	1	3	-5	-2.9
CCCCOc1ccc(S(=O)(=O)N2CCCCCC2)cc1	-1	1	-3	-7	2	99	-15	0	.	-0.7
Cc1ccccc1-c1nc(CS(=O)CC(=O)NCc2ccc3c(c2)OCO3)c(C)o1 (centres undefined)	14	-1	-6	1	2	97	7	0	-6	0.0
Cn1c(=O)cc(SCC(=O)NCCN2CCN(c3ccccc3F)CC2)c2cc(Cl)ccc21	2	4	-7	-3	2	101	18	-7	-4	1.5

Source: PubChem BioAssay (several laboratories)
